TDP2 absorb: blocks human TDP2 phosphodiesterase activity; O95551; 370,000 tested, 0.34% active; inhibition, % at 12.8 µM; recombinant TDP2, T5PNP hydrolysis, p-nitrophenol absorbance 415 nm; AID 720702;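 active = inhibition above the mean of all tested compounds plus 3 SD, set per campaign, cut at about 25% in these data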;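 also: 0% = DMSO with enzyme and 100% = buffer with substrate but no TDP2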
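System – recombinant human TDP2 · Amount – 120 nM TDP2 per well · Buffer or medium – Mg2+-containing Tris-HCl buffer, pH 7.5 · Reagent – T5PNP substrate, 5 mM · Dosing – 12.8 µM single point, 1% DMSO · Incubation – 2 h at 37 °C · Measured by – epi absorbance · Read-out basis – percent inhibition · Benchmarks – high control without enzyme, low control DMSO plus TDP2 · Repeats – singlicate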
mABHD4 FP: ABHD4 (mouse) inhibition, primary FP screen. 370,000 tested, 0.54% active. Q8VD66. inhibition, % at 8.92 µM. AID 720543. purified mABHD4, FP-Rh probe fluorescence polarization;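 active = inhibition exceeding the mean over every tested compound plus 3 SD, cut at about 30% in these data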;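 also: 0% = plate median of compound wells and 100% = S159A mutant with DMSO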
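Test system: mABHD4 protein | Buffer or medium: HEPES pH 7.0 buffer, 150 mM NaCl, 0.01% Pluronic F-127 | Probe or stimulus: FP-Rh fluorescent activity-based probe, added after compound pre-incubation | Timing: Pre-incubation 45 min, probe exposure 60 min, at 25 °C | Technique: Fluorescence polarization, excitation 525 nm, emission 598 nm, BODIPY TMR filters | Repeats: Single well per compound (singlicate)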
HTRA1 inh: blocks human HTRA1 serine peptidase | Q92743 | recombinant HTRA1, FP-rhodamine activity-based probe, fluorescence polarization | inhibition, % at 5.96 µM | 340,000 tested, 0.5% active | AID 504803; in the data active = inhibition above about 36%;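 also: 0% = enzyme with DMSO and 100% = wells lacking enzyme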
Target sequence (Q92743 whole entry, looked up): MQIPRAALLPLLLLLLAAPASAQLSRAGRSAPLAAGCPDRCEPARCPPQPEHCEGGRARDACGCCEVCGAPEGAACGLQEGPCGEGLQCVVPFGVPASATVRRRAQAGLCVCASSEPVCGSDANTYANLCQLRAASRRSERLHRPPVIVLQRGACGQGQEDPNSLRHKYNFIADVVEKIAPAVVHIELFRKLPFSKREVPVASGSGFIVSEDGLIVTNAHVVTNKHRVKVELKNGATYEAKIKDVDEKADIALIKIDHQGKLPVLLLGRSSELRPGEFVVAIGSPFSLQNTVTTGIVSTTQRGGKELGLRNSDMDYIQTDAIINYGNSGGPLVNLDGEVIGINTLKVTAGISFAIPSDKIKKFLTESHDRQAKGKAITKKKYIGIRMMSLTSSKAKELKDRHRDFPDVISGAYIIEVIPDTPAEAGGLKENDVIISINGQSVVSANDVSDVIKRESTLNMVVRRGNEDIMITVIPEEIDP
PG9 binder: small molecules binding HIV-1 gp120 antibody PG9 | TR-FRET gp120-PG9 antibody binding | inhibition, % at 6.7 µM | 360,000 tested, 0.43% active | AID 624416; in the data active = inhibition above about 8.5%
LEDGF integ inh: blocks HIV-1 LEDGF/p75-dependent DNA integration; inhibition, % at 3.7 µM; AID 743269; TR-FRET IN-LEDGF/p75 DNA integration, Eu/Cy5; 370,000 tested, 0.64% active;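 active = inhibition above the screen-wide mean plus 3 SD, cut at about 13% in these data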;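 also: signal is the Cy5 over europium emission ratio at 671 and 618 nm; 0% = plate median of compound wells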
UHRF1 MBD2 ctr: UHRF1 methyl-DNA binding inhibition | AID 687016 | 370,000 tested, 0.75% active | inhibition, % at 4.4 µM | UHRF1 binding to methylated oligo, TR-FRET | Q96T88; in the data active = inhibition above about 21%;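 also: UHRF1 SRA domain binding a hemimethylated CpG hairpin DNA probe; 0% = median of test compound wells and 100% = reference inhibitor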
SIAE primary: inhibitors of human sialic acid acetylesterase SIAE. Q9HAT2. SIAE FP-Rh probe binding, fluorescence polarization. inhibition, % at 9.66 µM. 370,000 tested, 0.69% active. AID 1053197;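 active = inhibition above a cutoff: mean of compounds within the control limits plus 3 SD of those, cut at about 17% in these data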;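 also: 0% = plate median of compound wells and 100% = probe without SIAE protein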
DDE Tn7 FP inh: inhibitors of Tn7 peptide binding to human fibrin DD(E). FP displacement of FITC-Tn7 peptide from fibrin DD(E); 0% = median of compound wells per plate. inhibition, % at 8.3 µM. 370,000 tested, 0.13% active;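 active = inhibition above the mean of compounds falling within the control limits plus 3 SD of them, cut at about 14% in these data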;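 also: 0% = plate median of compound wells and 100% = 10 µM Aha-Tn7 peptide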
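Assay system: Fibrin-DD(E) protein isolated from polymerized human fibrin clots; read-out basis: percent inhibition; medium: Tris/NaCl/CaCl2 buffer, pH 7.8; signal: FP measurement; incubation: 10 min plus 3 h, room temperature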
TCR-CD3 inh: inhibitors of human TCR-CD3 interaction; TAMRA-labeled TCR probe fluorescence, biochemical; inhibition, % at 9.4 µM; 360,000 tested, 0.37% active; in the data active = inhibition above about 19%;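 also: recombinant mutant TCR 2C K166C tagged with TAMRA read by polarization; 0% = receptor in buffer alone and 100% = receptor with positive control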
PRMT1 FP inh: PRMT1 (human) inhibition, primary screen | inhibition, % at 2.79 µM | 370,000 tested, 1.3% active | AID 652257 | recombinant PRMT1, activity-based probe fluorescence polarization | Q99873;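 active = inhibition above about 21% made by adding two undisclosed values, limit read from the data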
Target sequence (Q99873 whole entry, looked up): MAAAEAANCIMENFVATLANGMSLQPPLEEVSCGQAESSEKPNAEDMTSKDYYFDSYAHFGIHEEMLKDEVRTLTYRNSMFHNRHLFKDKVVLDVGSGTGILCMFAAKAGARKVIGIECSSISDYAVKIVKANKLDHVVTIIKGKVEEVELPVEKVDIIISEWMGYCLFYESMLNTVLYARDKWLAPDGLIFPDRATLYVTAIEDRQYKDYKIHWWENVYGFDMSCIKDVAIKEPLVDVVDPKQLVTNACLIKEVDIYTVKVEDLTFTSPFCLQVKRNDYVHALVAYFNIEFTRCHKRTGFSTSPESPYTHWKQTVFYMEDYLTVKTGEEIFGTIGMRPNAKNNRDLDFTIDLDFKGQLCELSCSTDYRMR
An asterisk follows results filed as active; / = not tested or not shown.

SMILES	TDP2 absorb	mABHD4 FP	HTRA1 inh	PG9 binder	LEDGF integ inh	UHRF1 MBD2 ctr	SIAE primary	DDE Tn7 FP inh	TCR-CD3 inh	PRMT1 FP inh
CC[C@H](C)[C@@H]1NC(=O)[C@H]([C@@H](C)CC)NC(=O)[C@@H](CC(C)C)NC(=O)[C@H](Cc2ccccc2)NC(=O)[C@H](Cc2ccccc2)NC(=O)[C@@H]2CCCN2C(=O)[C@@H]2CCCN2C(=O)[C@H](C(C)C)NC(=O)[C@H](CC(C)C)NC1=O	10	8	-7	-1.1	3	-5	13	-1	1	-1
O=C(CSc1nc(=O)n(CCCN2CCOCC2)c2c1CCC2)Nc1ccccc1F	-3	-4	1	-0.7	-5	-1	0	11	2	5
Cc1cccc(NC2=NC(=S)N(c3cccc(C(=O)O)c3)C23CCCCC3)c1	7	-3	8	-3.2	0	-1	-2	3	7	-2
COc1cc(Br)c(S(=O)(=O)Nc2c(C)n(C)n(-c3ccccc3)c2=O)cc1OC	9	6	4	0.5	-4	-3	7	-5	-2	-3
Cc1nc2ccccc2cc1O	6	0	1	0.8	1	4	2	2	-6	2
Cc1cc(OCC(=O)N(C)Cc2ccccc2)ccc1Br	-2	-5	-8	0.4	-1	2	2	0	-6	2
CCNC(=S)Nc1ccc(Oc2ccccc2)cc1	-10	-16	-2	1.9	0	-3	-2	-1	7	-1
CC(C)NC(=S)N/N=C/C1=CCC2CC1C2(C)C (centres undefined)	-4	-3	-8	2.1	-1	3	5	8	-8	2
Cc1ccc(NCN2C(=O)c3ccccc3C2=O)c(C)n1	-4	-10	/	-1.2	-3	-1	-2	6	0	3
CC[C@H](C)[C@H](NS(=O)(=O)c1ccc(C)cc1)C(=O)N1CCC(C(=O)N[C@@H](C)C(=O)O)CC1	-4	7	0	0.6	-6	1	2	1	-7	2
COc1ccc(S(=O)(=O)N2CCOC2CNC(=O)C(=O)NCC(C)C)cc1OC (centres undefined)	0	3	8	0.8	5	-1	-4	-1	-1	-2
CN(CCCC(=O)Nc1ccncc1)S(=O)(=O)c1ccc(Cl)cc1	-4	-5	14	-2.1	-2	0	-3	6	7	0
COc1ccc(-c2cc(C(=O)Nc3ccc4c(c3)OCO4)no2)cc1OC	5	5	1	1.9	0	0	-1	1	1	1
O=S(=O)(N1CCCCC1)n1c(Cc2ccccc2)nc2ccccc21	0	-2	-38	1.2	0	35*	-5	-1	-11	0
Cc1ccc(S(=O)(=O)NN2C(=O)/C(=C/c3cccnc3)SC2=S)cc1	9	6	-4	0.4	0	-9	6	5	-3	31*

The listing continues:
SMILES	TDP2 absorb	mABHD4 FP	HTRA1 inh	PG9 binder	LEDGF integ inh	UHRF1 MBD2 ctr	SIAE primary	DDE Tn7 FP inh	TCR-CD3 inh	PRMT1 FP inh
CCCOc1ccc(-c2nnn(CC(=O)c3ccc4c(c3)OCCO4)n2)cc1	-3	21	-7	-1.3	1	-1	-14	-7	-1	-2
O=[N+]([O-])c1ccc(-c2cn(-c3ccccc3F)c(=S)[nH]2)cc1	11	4	2	1.2	3	-1	2	3	1	-2
CCn1c(SCC(=O)Nc2cc(OC)ccc2OC)nc2c(c1=O)SCC2	7	-4	6	-1.8	0	-4	6	-2	7	2
Cc1cccc2c1N(CCOc1ccccc1)C(=O)C2=O	-8	12	-41	0.0	-3	-8	-8	5	1	1
Cc1ccc(SC[C@H](c2ccccc2)N2CCN(CC(C)C)CCC2=O)cc1	3	2	-12	0.8	1	-2	-1	-2	-5	1
O=C(N/N=C/c1ccc(-c2ccccc2[N+](=O)[O-])o1)c1cncc(Br)c1	16	1	8	-1.6	0	-7	-1	-2	4	5
COCCn1c(SCC(=O)Nc2cc(C)on2)nc2cc(Cl)ccc2c1=O	0	0	0	0.3	0	-1	3	7	3	-1
CCOc1ccc(C(CC(=O)O)NC(=O)Cc2ccccc2)cc1OC (centres undefined)	1	1	4	0.6	1	0	-2	3	1	-4
N#CC1=C2SCN(c3ccccc3)CN2C(=O)CC1c1ccccc1Cl (centres undefined)	0	9	-11	1.4	1	-2	4	4	5	20
O=S(=O)(NCCc1csc(-c2cccnc2)n1)c1ccc(Cl)s1	-4	-5	-5	1.8	0	6	-1	2	2	1
COc1ccc(NC(=O)Nc2ccc3oc(C)nc3c2)cc1	6	-1	0	-1.8	-1	-2	5	1	3	-4
CSc1ccccc1NC(=O)C1(C)CCN1C(=O)Cc1ccc(-c2ccccc2)cc1 (centres undefined)	1	-16	/	-2.5	-1	0	1	3	-3	-3
COc1ccccc1OCCOCCOc1ccc(C)cc1[N+](=O)[O-]	5	-8	-8	-0.7	1	-2	6	8	2	-3
COc1ccc(N2CCN(C(=O)c3ccc(Cl)c(S(=O)(=O)N4CCOCC4)c3)CC2)cc1	-1	-8	5	1.6	-6	5	-7	-2	-1	4
CC(=O)Nc1cccc(-c2ccnc3c2CC(C(=O)Nc2ccc4c(c2)OCO4)O3)c1 (centres undefined)	1	-8	/	0.8	-2	0	-4	4	1	-1

Additional entries follow:
SMILES	TDP2 absorb	mABHD4 FP	HTRA1 inh	PG9 binder	LEDGF integ inh	UHRF1 MBD2 ctr	SIAE primary	DDE Tn7 FP inh	TCR-CD3 inh	PRMT1 FP inh
CCOC(=O)C1=C(COC(=O)/C=C/c2cccc(Br)c2)NC(=O)NC1C (centres undefined)	-5	2	-17	-1.2	3	-2	-2	-4	-4	-2
NC(=O)CN(Cc1ccccc1)S(=O)(=O)c1ccc2c(c1)OCCO2	-7	-1	-2	-1.6	0	-2	4	-1	-9	6
O=C(COC(=O)CSc1ccc(F)cc1)NCC1CCCCC1	-12	-6	15	1.2	-5	0	5	0	4	0
O=C1CC(N2CCC(c3nc4ccccc4s3)CC2)C(=O)N1Cc1ccccc1 (centres undefined)	7	1	4	-0.3	-1	-1	1	1	3	24*
COc1ccccc1-c1nnc2n1N=C(c1ccc3c(c1)OCO3)CS2	1	2	/	/	3	-1	3	0	/	-4
Cc1ccc(S(=O)(=O)CCc2nnc(NC(=O)c3cnccn3)s2)cc1	11	-10	7	1.5	-1	2	0	7	4	0
COc1cc2c(cc1NC(=O)C1CCCO1)oc1ccccc12 (centres undefined)	-5	-1	-19	0.5	0	2	-5	-4	-1	1
Cc1c(CCO)c(=O)[nH]n1S(=O)(=O)c1ccc(Cl)cc1Cl	0	-3	-3	-0.4	1	0	5	2	7	3
O=C(Nc1cscc1S(=O)(=O)c1ccccc1)c1ccccc1Cl	14	2	/	-0.9	-1	-2	2	2	5	0
O=C(Cc1ccc(F)cc1)NCc1cccnc1	-4	-5	5	1.3	0	2	-2	6	1	-1
CCOC(=O)c1cccc(NC(=O)CSc2nc3cccnc3n2C)c1	-2	-9	-1	-2.1	1	-2	-2	2	10	2
CSCCC(NC(=O)c1ccc([N+](=O)[O-])cc1Cl)C(=O)OCC(=O)NCCCc1ccccc1 (centres undefined)	-6	2	-1	-1.0	2	0	-1	1	9	-4
COc1ccc(-c2sc3ccc(OC)cc3c2-c2ccc(O)cc2)cc1	9	-4	5	0.7	3	3	-7	5	10	-4
COCCNC(=O)CN(c1cccc(OC)c1)S(=O)(=O)c1ccc(C)cc1	7	4	0	-2.6	1	0	1	0	2	1
CC1CC(C)CN(C(=O)CSc2nnc(N)s2)C1 (centres undefined)	10	3	1	-1.3	-3	2	-3	-2	-1	-2

Later entries:
SMILES	TDP2 absorb	mABHD4 FP	HTRA1 inh	PG9 binder	LEDGF integ inh	UHRF1 MBD2 ctr	SIAE primary	DDE Tn7 FP inh	TCR-CD3 inh	PRMT1 FP inh
COc1ccc(OC)c(S(=O)(=O)N(C)CC(=O)N2CCN(c3cccc(Cl)c3)CC2)c1	1	0	-3	0.5	-5	1	-5	5	-9	4
O=C1CN(CC(=O)Nc2cccc(Cl)c2Cl)c2ccccc2N1	-3	-2	-16	-1.7	-3	-1	-8	6	-9	52*
CCC(C)NC(=O)CSc1nc2c(sc(=S)n2-c2cc(Cl)ccc2OC)c(=O)[nH]1 (centres undefined)	9	-5	-2	-2.2	4	0	5	4	-6	-1
c1ccc2nc(N3CCCC3)c(N3CCCCC3)nc2c1	3	2	2	1.0	-1	1	-2	5	4	-3
COc1cccc(CC(=O)OCC(=O)c2cc(OC)c(OC)c(OC)c2)c1	5	1	0	-2.3	-3	-1	6	-1	-7	-4
COCCC1CCCCN1C(=O)c1cc(COc2ccc(C)nc2)on1 (centres undefined)	-7	7	1	-0.7	-4	-2	-1	6	3	0
O=C(CSc1nnc(-c2cccc(F)c2)o1)N1CCOCC1	5	0	1	0.2	3	-3	15	-5	-5	-5
CC1CSc2ccccc2NC1=S (centres undefined)	10	2	4	-2.1	0	-1	-1	-3	1	2
Cc1nc([N+](=O)[O-])cn1-c1ccc(N)cc1	13	-7	0	-2.4	1	0	1	-1	4	1
O=c1n(CCCN2CCN(c3cccc(Cl)c3)CC2)nc2ccccn12	-6	-7	2	0.6	-6	4	0	-9	5	2
COc1cccc2cc(C(=O)OC3CCN(C)CC3)c(=O)oc12	7	0	9	-0.7	1	-2	3	5	-6	3
Cc1ccc(-c2noc(CCCC(=O)Nc3cccnc3)n2)cc1	1	-4	5	1.5	0	-2	5	-7	-2	-2
CC1CCN(c2nc(-c3ccncc3)nc3ccccc23)CC1	-7	-13	-19	0.8	1	-1	-9	-2	-4	-1
O=C(OCC#CCSc1nc2ccccc2o1)c1cc2ccccc2o1	0	0	-2	-0.2	-1	2	-10	3	3	-3
Cn1c(=O)n(CCc2ccccc2)c(=O)c2c1nc1n2CCCN1CCc1ccccc1	-1	2	1	0.5	4	-1	8	-8	4	-3

Complete entries, looked up by structure. Screens in order: TDP2 absorb, mABHD4 FP, HTRA1 inh, PG9 binder, LEDGF integ inh, UHRF1 MBD2 ctr, SIAE primary, DDE Tn7 FP inh, TCR-CD3 inh, PRMT1 FP inh
Results for O=c1n(CCCN2CCN(c3cccc(Cl)c3)CC2)nc2ccccn12 → -6, -7, 2, 0.6, -6, 4, 0, -9, 5, 2
Results for CC1CSc2ccccc2NC1=S (centres undefined) → 10, 2, 4, -2.1, 0, -1, -1, -3, 1, 2

More results
SMILES	TDP2 absorb	mABHD4 FP	HTRA1 inh	PG9 binder	LEDGF integ inh	UHRF1 MBD2 ctr	SIAE primary	DDE Tn7 FP inh	TCR-CD3 inh	PRMT1 FP inh
Cn1c(Cc2csc(N)n2)nnc1SC/C=C/c1ccccc1	12	15	8	2.0	2	2	-3	8	0	-1
CCOC(=O)CSc1nc2ccccc2c(=O)n1CC1COc2ccccc2O1 (centres undefined)	0	-3	0	1.6	0	3	8	0	0	1
Cc1ccc(C)c(NC(=O)c2cc(C)nc3ccccc23)c1	4	5	-3	-1.3	-1	3	1	6	-7	2
Cc1cc(=O)[nH]c(SCC2(O)C3CC4CC(C3)CC2C4)n1 (centres undefined)	2	0	2	-0.9	3	-1	5	2	-1	-1
CCOC(=O)C1=C(C)NC(=O)NC1c1ccoc1 (centres undefined)	-9	7	3	-2.8	1	1	-6	-1	3	0
